E-selectin induc: E-selectin induction on HUVECs. HUVEC E-selectin immunofluorescence imaging; normalized: neutral wells 0, TNF-alpha wells 100. activation, % at 7.58 µM. 0.37% of 260,000 active. AID 686992;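 active = mean E-selectin-positive cell signal at least 10% of the positive control, reached in at least 60% of replicates, without over 20% cell loss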;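 note: in these data hits start at about 27%; measured in HUVEC primary endothelial cells; signal is the percent of cells scored E-selectin positive by PE staining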
Target sequence (P16581 whole entry, looked up): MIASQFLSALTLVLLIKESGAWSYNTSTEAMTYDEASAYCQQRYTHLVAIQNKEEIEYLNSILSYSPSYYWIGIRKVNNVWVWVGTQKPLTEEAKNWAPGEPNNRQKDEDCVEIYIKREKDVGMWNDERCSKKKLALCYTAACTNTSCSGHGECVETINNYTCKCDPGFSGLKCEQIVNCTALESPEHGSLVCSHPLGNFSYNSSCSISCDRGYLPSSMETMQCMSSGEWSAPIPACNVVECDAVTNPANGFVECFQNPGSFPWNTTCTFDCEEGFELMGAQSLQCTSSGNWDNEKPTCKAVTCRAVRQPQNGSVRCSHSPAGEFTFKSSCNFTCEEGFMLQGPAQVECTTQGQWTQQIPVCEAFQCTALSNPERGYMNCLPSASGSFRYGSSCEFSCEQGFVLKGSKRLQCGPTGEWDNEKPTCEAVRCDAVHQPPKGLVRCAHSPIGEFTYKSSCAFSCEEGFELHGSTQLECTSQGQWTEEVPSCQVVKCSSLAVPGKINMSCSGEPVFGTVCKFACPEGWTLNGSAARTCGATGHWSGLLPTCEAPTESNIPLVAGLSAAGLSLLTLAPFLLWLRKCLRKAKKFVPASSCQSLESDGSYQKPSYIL
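material = human umbilical vein endothelial cells (HUVEC), E-selectin induction | quantity = 3,000 cells/well | medium = EGM-2 growth medium on 0.1% gelatin-coated wells | technique = immunofluorescence imaging | read-out basis = % PE-positive cells | control set = TNF-alpha positive control, DMSO neutral control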
S100A4 inh HTS: blocks human S100A4 binding to myosin IIA peptide | P26447 | 0.14% of 360,000 active | inhibition, % at 10.7 µM | S100A4/TAMRA-MyoIIA peptide fluorescence polarization;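 active = mean inhibition of at least 70% across replicates, with every replicate also reaching that level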
Target sequence (P26447 whole entry, looked up): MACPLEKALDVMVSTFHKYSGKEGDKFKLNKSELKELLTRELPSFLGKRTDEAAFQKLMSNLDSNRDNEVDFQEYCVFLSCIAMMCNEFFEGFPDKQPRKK
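assay system = human S100A4 monomer with TAMRA-labelled myosin IIA peptide | also added = labelled myosin peptide probe, 5 nM | incubation = 5 min between mix addition and reading | control set = DMSO and TFP controls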
esBAF inh: inhibitors of esBAF chromatin remodeling in mouse ES cells; Bmi1-luciferase knock-in reporter, 24 h; 100% = twice the neutral-well signal; reporter increase, % at 12.5 µM; 2% of 350,000 active; in the data active = activation above about 40%;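 note: 0% = median of the plate's neutral control wells and 100% = double that signal; a rise in the Bmi1 reporter signal indicates esBAF inhibition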
RAD54 branch: blocks human RAD54 Holliday junction branch migration. FAM/BHQ fluorescence. inhibition, % at 10.4 µM. 0.14% of 360,000 active;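 active = mean normalized replicate activity at least 40 and at least half of replicates scoring 40 or more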;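 note: 0% = median of neutral control wells and 100% = median of positive control wells; inhibitors cause a drop in the FAM fluorescence signal; in these data hits start at about 50%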
EWS-Fli block: inhibitors of EWS/Fli oncoprotein transcriptional activity; AID 651661; 0.67% of 350,000 active; inhibition, % at 12.6 µM; A673 NR0B1-luciferase reporter, viability-normalised;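 active = mean inhibition of at least 50% after viability correction, with every replicate also passing that limit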;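 note: firefly luciferase signal divided by Alamar Blue viability fluorescence both relative to DMSO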
RAD52 anneal inh: inhibitors of human RAD52 DNA annealing; P43351; recombinant RAD52 DNA annealing, FRET fluorescence; inhibition, % at 18.7 µM; 0.46% of 360,000 active;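 active = every replicate showing at least 50% inhibition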
FN deposit inh: fibronectin deposition inhibition; AH1F fibroblasts, Alexa488-fibronectin deposition fluorescence, overnight; inhibition, % at 12.6 µM; 0.086% of 350,000 active; AID 743247;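 active = mean inhibition across replicates of 30% or more, regardless of how many single replicates reach that level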;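 note: positive control wells lacked labelled fibronectin entirely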
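Material: AH1F fibroblasts assembling fluorescent fibronectin matrix; amount: 10000 AH1F cells/well; medium: DMEM, 2% serum; reagent: Alexa488-fibronectin, 24 nM final in well; dosing: single compound dose, delivered by pin transfer; incubation: 1 h adhesion, overnight exposure; detection: fluorescence after three HBSS washes, excitation 485 nm, emission 525 nm; measure: fibronectin deposition inhibition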
Xi reactivation: reactivates the inactive X chromosome in mouse fibroblasts; 0.055% of 360,000 active; XiGFP mouse fibroblasts, % GFP-positive cells imaging, 3 d; cells co-treated with 5-aza-dC sensitizer; scaled so ellipticine positive control = 100%; AID 743238; activation, % at 7.58 µM;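 active = mean normalized replicate activation at least 10% and every replicate at or above 10%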;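 note: 0% = median of on-plate neutral control wells and 100% = ellipticine 6 µM median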
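Assay system – SV40-immortalized XiGFP fibroblast cells, line 68-5-11 · Buffer or medium – DMEM supplemented with 5-aza-dC as sensitizing agent · Dosing – one concentration, pinned · Benchmarks – positive control ellipticine, 6 µM final · Times – 3 days compound exposure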
Numbers without * were called inactive; & = joins results of further samples. This is a random part of the collection, and some 3% of all compounds hit somewhere here.

For COc1cc(C(=O)NCC(=O)NCCN2C(=O)S/C(=C\c3ccc4c(c3)OCO4)C2=O)cc(OC)c1OC the results were S100A4 inh HTS 6, RAD54 branch 6, EWS-Fli block -10, RAD52 anneal inh -18, FN deposit inh -2 and Xi reactivation 0.5.
For COC(=O)c1c(NC(=O)c2ccc(OC(C)C)cc2)sc2c1CC(C)(C)NC2(C)C the results were E-selectin induc -0.8, S100A4 inh HTS 1, esBAF inh 1, RAD54 branch 6, EWS-Fli block 4, RAD52 anneal inh -8, FN deposit inh 1 and Xi reactivation 0.0.
COc1ccc(C2=NOC(C(=O)NCc3cccnc3)C2)cc1 (configuration not stated) was read as E-selectin induc 0.0, S100A4 inh HTS -7, esBAF inh 4, EWS-Fli block -9, RAD52 anneal inh -11, FN deposit inh -4 and Xi reactivation 0.2.
O=C(NNC(=O)c1ccc(Br)s1)c1cccc(Cl)c1 was read as S100A4 inh HTS 13, esBAF inh 4, RAD54 branch 2, EWS-Fli block -3, RAD52 anneal inh 3, FN deposit inh 12 and Xi reactivation 0.0.
O=C(N/N=C/C(Cl)=C/c1ccc([N+](=O)[O-])cc1)C(=O)Nc1cccc(C(=O)O)c1 was read as S100A4 inh HTS -5, esBAF inh -2, RAD54 branch -18, EWS-Fli block 4, RAD52 anneal inh 14, FN deposit inh 5 and Xi reactivation -0.1.
CCC(=O)N(C)C[C@H]1Oc2ncc(-c3cccc(OC)c3)cc2C(=O)N([C@H](C)CO)C[C@@H]1C was read as E-selectin induc 0.4, S100A4 inh HTS 0, esBAF inh -1, RAD54 branch 5, EWS-Fli block -1, RAD52 anneal inh -6, FN deposit inh -1 and Xi reactivation -0.4.
`Cc1noc(C)c1S(=O)(=O)Nc1ccc2c(c1)C(=O)N([C@@H](C)CO)C[C@@H](C)[C@@H](CN(C)C(=O)Nc1ccc(C(F)(F)F)cc1)OCCCC[C@H](C)O2` gave E-selectin induc -0.2, S100A4 inh HTS -14, esBAF inh 2, RAD54 branch 3, EWS-Fli block 1, RAD52 anneal inh -12 and Xi reactivation 0.0.
Screening Cn1cnc(S(=O)(=O)N2C[C@@H](O)COC[C@H]3O[C@@H](CC(=O)NCc4cc(F)cc(F)c4)CC[C@@H]32)c1 returned E-selectin induc 0.1, S100A4 inh HTS 6, esBAF inh 1, RAD54 branch 0, EWS-Fli block -4, RAD52 anneal inh 7, FN deposit inh 4 and Xi reactivation 0.1.
For C[C@@H]1CCCCO[C@H](CN(C)C(=O)Cc2ccccc2)[C@H](C)CN([C@H](C)CO)C(=O)c2cc(NS(C)(=O)=O)ccc2O1 the results were E-selectin induc 0.3, S100A4 inh HTS 6, esBAF inh 2, RAD54 branch -6, EWS-Fli block 9, RAD52 anneal inh -2, FN deposit inh -9 and Xi reactivation 0.1.
Screening CCCn1c(N)c(C(=O)CSc2nnc3n2CCCCC3)c(=O)n(C)c1=O returned E-selectin induc -0.1, S100A4 inh HTS 6, esBAF inh 1, RAD54 branch -4, EWS-Fli block -8, RAD52 anneal inh 10, FN deposit inh 5 and Xi reactivation -0.1.
`CCN1C(=O)[C@H]2[C@@H](c3ccc(-c4cccc(Cl)c4)c(OC)c3)N3CCC[C@@]3(C(=O)OC)[C@H]2C1=O` gave E-selectin induc 0.2, S100A4 inh HTS -5, esBAF inh 11, RAD54 branch -7, EWS-Fli block -10, RAD52 anneal inh -83, FN deposit inh 3 and Xi reactivation -0.1.
Screening O=C(CN(Cc1ccccc1)S(=O)(=O)c1ccccc1)N/N=C/c1ccccc1[N+](=O)[O-] returned S100A4 inh HTS 2, esBAF inh -1, RAD54 branch 4, EWS-Fli block 3 and RAD52 anneal inh -8.
O=C(Nc1ccccc1)N[C@H]1CC[C@@H](CCn2cc(C3(O)CCCC3)nn2)O[C@H]1CO was read as E-selectin induc -0.2, S100A4 inh HTS 12, esBAF inh 0, RAD54 branch -5, EWS-Fli block 5, RAD52 anneal inh -3, FN deposit inh -2 and Xi reactivation -0.2.
For O=C(NCC1CCCO1)c1c(O)nc2sccn2c1=O (configuration not stated) the results were E-selectin induc -1.7, S100A4 inh HTS -6, esBAF inh -3, RAD54 branch -1, EWS-Fli block 5, RAD52 anneal inh -1, FN deposit inh 3 and Xi reactivation 0.1.
`C[C@H]1CN([C@@H](C)CO)C(=O)CCCn2cc(nn2)CO[C@H]1CN(C)C(=O)c1ccc(N2CCN(C)CC2)cc1` gave E-selectin induc -0.4, esBAF inh 0, EWS-Fli block 6, FN deposit inh 3 and Xi reactivation 0.3.
Screening CCCNC(=O)Nc1ccc2c(c1)C(=O)N(C)C[C@H](OC)[C@@H](C)CN(CCC(F)(F)F)[C@H](C)CO2 returned E-selectin induc -0.1, esBAF inh -5, EWS-Fli block -6, FN deposit inh -59 and Xi reactivation 0.0.
`COc1cc(CN(C)c2ncnc3sccc23)ccc1OC(F)F` gave S100A4 inh HTS 0, esBAF inh 3, RAD54 branch 6, EWS-Fli block 41, RAD52 anneal inh -19, FN deposit inh 2 and Xi reactivation 0.1.
Screening CCOC(=O)C1=C(CC)Nc2ccccc2N=C1NC(=O)c1ccc(C)c(S(=O)(=O)N2CCOCC2)c1 returned E-selectin induc -0.1, S100A4 inh HTS -1, esBAF inh 4, RAD54 branch -2, EWS-Fli block 17, RAD52 anneal inh -16, FN deposit inh 7 and Xi reactivation 0.1.
For C[C@@H]1CN([C@@H](C)CO)C(=O)CCCn2nncc2CO[C@H]1CN(C)C(=O)Nc1cccc(Oc2ccccn2)c1 the results were E-selectin induc -0.1&0.1, S100A4 inh HTS -3&10&-1, esBAF inh -5&-4&0, RAD54 branch 1&7&-2, EWS-Fli block -5&5&4, RAD52 anneal inh -1&-8&0, FN deposit inh 3&-9 and Xi reactivation -0.1&0.2.
`NC(=O)Nc1ccc(Oc2ncc(C(F)(F)F)cc2Cl)cc1` gave S100A4 inh HTS -2, EWS-Fli block 2, RAD52 anneal inh 0, FN deposit inh -2 and Xi reactivation 0.0.
Screening CN(C(=O)COn1nnc2ccc(S(=O)(=O)N3CCOCC3)cc21)c1ccccc1 returned E-selectin induc -0.1, S100A4 inh HTS -2, esBAF inh 0, RAD54 branch -4, EWS-Fli block 10, RAD52 anneal inh -12, FN deposit inh -2 and Xi reactivation -0.1.
Screening CN(C)CC(=O)Nc1ccc2c(c1)[C@H]1C[C@H](CC(=O)NCC3CC3)O[C@H](CO)[C@H]1O2 returned E-selectin induc 0.4, S100A4 inh HTS 4, esBAF inh 0, RAD54 branch -15, EWS-Fli block -5, RAD52 anneal inh -1, FN deposit inh -10 and Xi reactivation 0.6.
CCc1ccc(NC(=O)c2ccccc2Br)cc1 was read as E-selectin induc -0.3, S100A4 inh HTS 4, RAD54 branch -3, EWS-Fli block -102, RAD52 anneal inh -10, FN deposit inh 12 and Xi reactivation -0.8.
Cc1ccccc1OCCC(=O)N(CC(C)C)c1c(N)n(Cc2ccccc2)c(=O)[nH]c1=O was read as E-selectin induc -0.1, S100A4 inh HTS 5, esBAF inh -1, RAD54 branch -10, EWS-Fli block -8, RAD52 anneal inh -8, FN deposit inh 5 and Xi reactivation 0.0.
For O=C(CCNC(=O)C1CCN(S(=O)(=O)c2ccccc2)CC1)NCc1ccc(Cl)cc1 the results were S100A4 inh HTS -9, esBAF inh 9, RAD54 branch 2, EWS-Fli block -2, RAD52 anneal inh -20, FN deposit inh -14 and Xi reactivation 0.3.
`CC1CCCC(NC(=O)COc2ncnc3ccccc23)C1C` (configuration not stated) gave S100A4 inh HTS -5, esBAF inh 0, RAD54 branch 3, EWS-Fli block -1, RAD52 anneal inh -5, FN deposit inh -3 and Xi reactivation 0.0.
C=CCNC(=O)CCC(=O)NNc1nc2ccccc2c2nc(-c3ccccc3)nn12 was read as E-selectin induc 0.4, S100A4 inh HTS -1, EWS-Fli block -45, RAD52 anneal inh -22, FN deposit inh 7 and Xi reactivation 0.1.
For CN1C(=O)c2cc(NC(=O)Nc3ccc(Cl)cc3)ccc2OC[C@@H]2O[C@H](CC(=O)NCCN3CCCCC3)CC[C@H]21 the results were E-selectin induc 0.0, S100A4 inh HTS 7, esBAF inh 2, RAD54 branch 9, EWS-Fli block -15, RAD52 anneal inh 35, FN deposit inh -17 and Xi reactivation 0.0.
`CC(C)C[C@H](NC(=O)N1CCn2c1nc1ccccc12)C(=O)N1CCCCC1` gave S100A4 inh HTS -14, esBAF inh -6, RAD54 branch 5, EWS-Fli block -6, RAD52 anneal inh 4, FN deposit inh -2 and Xi reactivation 0.1.
For CC(C)CC(=O)NC(=S)Nc1cc(C(F)(F)F)ccc1N1CCOCC1 the results were E-selectin induc 0.0, S100A4 inh HTS -2, esBAF inh -6, RAD54 branch -4, EWS-Fli block 6, RAD52 anneal inh -6, FN deposit inh 8 and Xi reactivation 0.2.

For convenience, some entries already given:
Screening CCCNC(=O)Nc1ccc2c(c1)C(=O)N(C)C[C@H](OC)[C@@H](C)CN(CCC(F)(F)F)[C@H](C)CO2 returned E-selectin induc -0.1, esBAF inh -5, EWS-Fli block -6, FN deposit inh -59 and Xi reactivation 0.0.
`COc1cc(CN(C)c2ncnc3sccc23)ccc1OC(F)F` gave S100A4 inh HTS 0, esBAF inh 3, RAD54 branch 6, EWS-Fli block 41, RAD52 anneal inh -19, FN deposit inh 2 and Xi reactivation 0.1.

The list goes on.
`CC(=O)N1[C@@H]2c3ccc(-c4ccc(F)cc4)c(=O)n3C[C@@H]2[C@@H](CO)[C@@H]1C(=O)N(C)C` gave E-selectin induc -0.2, S100A4 inh HTS -2, esBAF inh 2, RAD54 branch 2, EWS-Fli block 3, RAD52 anneal inh 0 and Xi reactivation 0.6.
For O=C(NCC1CCCO1)C1CCN(C2CCN(C(=O)CC3CCCC3)CC2)CC1 (configuration not stated) the results were S100A4 inh HTS -16, esBAF inh 2, RAD54 branch -6, EWS-Fli block 1, RAD52 anneal inh -31, FN deposit inh -15 and Xi reactivation 0.0.
C[C@H]1CN([C@@H](C)CO)C(=O)Cc2cc(NS(=O)(=O)c3cn(C)cn3)ccc2O[C@@H]1CN(C)Cc1ccncc1 was read as S100A4 inh HTS -8, esBAF inh -3, RAD54 branch 2, EWS-Fli block -3, RAD52 anneal inh 3 and Xi reactivation -0.6.
For CCCN(C(=O)/C=C/c1ccc(S(=O)(=O)N(CC)CC)cc1)C1CCS(=O)(=O)C1 (configuration not stated) the results were S100A4 inh HTS -3, esBAF inh 1, RAD54 branch 3, EWS-Fli block 3, RAD52 anneal inh -10, FN deposit inh 8 and Xi reactivation 0.0.
`Cc1cc(Cl)ccc1C(=O)C1CCCN(C(=O)CCN2CCCO2)C1` (configuration not stated) gave S100A4 inh HTS 1, esBAF inh -2, RAD54 branch -5, EWS-Fli block 8, RAD52 anneal inh -16 and Xi reactivation -0.2.
`Cc1nn(CC(=O)Nc2nccs2)c(C)c1[N+](=O)[O-]` gave E-selectin induc 0.6, S100A4 inh HTS -1, EWS-Fli block 3, RAD52 anneal inh -15, FN deposit inh 7 and Xi reactivation -0.2.
Screening CCOc1ccc(C(=O)Nc2nc(C)c(C(=O)OC)s2)cc1 returned E-selectin induc -0.1, S100A4 inh HTS -2, RAD54 branch 5, EWS-Fli block 73*, RAD52 anneal inh -8, FN deposit inh -4 and Xi reactivation -0.1.
`Cc1ccc(S(=O)(=O)N(C)C[C@H]2Oc3ccc(NS(=O)(=O)c4cn(C)cn4)cc3C(=O)N([C@@H](C)CO)C[C@@H]2C)cc1` gave E-selectin induc 0.1, esBAF inh 2, EWS-Fli block 4 and Xi reactivation -0.9.

Compound activity (PubChem BioAssay)
